Screens deposited in PubChem BioAssay by several laboratories.
Anthrax LF prot – blocks Bacillus anthracis lethal factor protease. P15917. multiplex microsphere protease cleavage assay, LF. inhibition, % at 10 µM. actives 0.12% (n = 360,000); further: plate controls were buffer without enzyme for full effect and enzyme alone for no effect
Target sequence (P15917 whole entry, looked up): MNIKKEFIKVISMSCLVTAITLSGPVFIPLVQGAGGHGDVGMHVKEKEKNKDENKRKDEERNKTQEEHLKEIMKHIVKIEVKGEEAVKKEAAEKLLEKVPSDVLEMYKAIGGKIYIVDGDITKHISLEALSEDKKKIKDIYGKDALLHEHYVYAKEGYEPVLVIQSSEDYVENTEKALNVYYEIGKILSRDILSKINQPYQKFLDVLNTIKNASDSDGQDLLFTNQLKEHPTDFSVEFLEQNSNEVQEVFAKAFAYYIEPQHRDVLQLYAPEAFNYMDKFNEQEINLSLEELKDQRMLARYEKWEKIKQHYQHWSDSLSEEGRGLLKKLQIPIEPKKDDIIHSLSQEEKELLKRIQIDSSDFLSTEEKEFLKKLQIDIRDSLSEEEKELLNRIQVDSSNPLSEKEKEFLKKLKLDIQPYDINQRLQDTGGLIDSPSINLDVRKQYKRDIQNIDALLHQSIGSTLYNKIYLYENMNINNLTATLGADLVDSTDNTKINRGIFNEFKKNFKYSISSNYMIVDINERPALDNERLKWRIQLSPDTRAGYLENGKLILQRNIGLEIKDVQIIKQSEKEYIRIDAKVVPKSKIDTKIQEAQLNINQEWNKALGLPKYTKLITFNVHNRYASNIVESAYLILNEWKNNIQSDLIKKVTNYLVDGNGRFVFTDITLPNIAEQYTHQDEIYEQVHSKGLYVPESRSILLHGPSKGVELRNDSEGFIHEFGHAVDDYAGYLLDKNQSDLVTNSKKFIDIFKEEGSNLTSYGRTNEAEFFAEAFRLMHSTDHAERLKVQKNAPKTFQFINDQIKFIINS
PrPC surface inh – cell surface PrPC inhibition, primary TR-FRET screen. P04156. TR-FRET read-out. inhibition, % at 13.8 µM. actives 0.43% (n = 370,000). AID 720596; in the data active means inhibition above about 24%; further: 0% = median of the test wells and 100% = reference compound wells
Yp Topo-I inh – inhibitors of Yersinia pestis topoisomerase I; actives 0.064% (n = 360,000); activity, % at 10 µM; Y. pestis Topo-I cleavage product accumulation, plate reader; in the data active means activity above about 50%, passing the limit was not always enough; inconclusive means no clear call, values can overlap the other calls; further: inactives centre near 2
3CLpro inhibitor – SARS-CoV 3CLpro protease inhibition. inhibition, % at 6 µM. actives 0.14% (n = 290,000). recombinant SARS-CoV 3CLpro, quenched FRET peptide cleavage. P0C6X7; in the data active means inhibition above about 12%
BoNT-A LC inh2 – inhibitors of Botulinum neurotoxin A light chain protease. multiplex microsphere protease substrate cleavage, flow cytometry. inhibition, % at 10 µM. actives 0.17% (n = 360,000). AID 588499; further: plate controls were buffer without enzyme for full effect and enzyme alone for no effect
PriA SSB inh – inhibitors of Klebsiella pneumoniae PriA binding to SSB C-terminal tail. AlphaScreen SSBct-PriA binding, biotinylated peptide. inhibition, % at 33 µM. actives 0.6% (n = 430,000); in the data active means inhibition mostly above about 37%, no sharp cut-off; inactive means mostly below about 20%;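 further: plate controls were negative control peptide for no effect and reference peptide for full effect; strong numbers were not always called active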
PfHsp40 yeast – restores yeast growth despite PfHsp40 toxicity. actives 0.68% (n = 340,000). S. cerevisiae expressing PfHsp40, growth rescue, ATP luminescence. growth rescue, % at 12.5 µM; in the data active means growth rescue above about 28%, passing the limit was not always enough; inconclusive means no clear call, values can overlap the other calls;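 further: yeast W303a lacking pdr1 and pdr3 grown in galactose medium; growth measured after three days at 30 °C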
Vc quorum ag – inducers of Vibrio cholerae quorum light production without autoinducers | V. cholerae BH1578 lux reporter, luminescence, 6 h | activation, % at 18.7 µM | actives 0.16% (n = 350,000); in the data active means activation mostly above about 9.7%, no sharp cut-off; inconclusive means no clear call, values can overlap the other calls; inactive means mostly below about 3.7%; further: not every result past the cut was called active; inactives centre near 0; reference of the scale not given here
TcdB GH inh – blocks C. difficile toxin B glycohydrolase activity; AID 652162; TcdB glycohydrolase enzymatic assay, plate reader; actives 0.24% (n = 350,000); inhibition, % at 9.99 µM; P18177; in the data active means inhibition above about 10%
An asterisk follows results filed as active; i = inactive; u = inconclusive; x = not tested or not shown. Unless noted, no stated cut-off is given here; in the data, active means inhibition above about 30%; inconclusive means no clear call, values can overlap the other calls; inactive means below that. These rows are one share of the data, so the mix of outcomes need not match the whole.

SMILES | Anthrax LF prot | PrPC surface inh | Yp Topo-I inh | 3CLpro inhibitor | BoNT-A LC inh2 | PriA SSB inh | PfHsp40 yeast | Vc quorum ag | TcdB GH inh
O=C(COc1ccc(Br)cc1)N1CCN(Cc2ccc3c(c2)OCO3)CC1 | -2 | 3 | 45 | 5 | 0.5 | 0 | 1.5 | -0.6 | 1.2
Cc1cc(C(=O)OCC(=O)NCc2ccccc2Cl)c(C)o1 | -2 | 2 | 4 | -2 | 0.8 | -10 | 0.6 | i | 1.2
CC(Oc1ccc(Cl)cc1)C(=O)Nc1cccc(S(=O)(=O)N2CCCC2)c1 (stereo unspecified) | -3 | 7 | 1 | x | -0.1 | x | x | 3.0 | 2.2
Cc1oc(C(C)(C)C)cc1C(=O)NCC(=O)NCC(=O)O | -9 | -2 | -2 | -9 | 0.1 | 9 | -0.1 | i | 0.4
Cc1noc(C(=O)Nc2cc(Cl)ccc2O)c1Cl | -5 | -1 | -16 | 3 | 0.8 | 10 | 0.5 | -6.7 | 1.5
Fc1cccc(Cl)c1Cc1noc(/C=C/c2ccccc2)n1 | -3 | 6 | 8 | 6 | 0.3 | -102 | -2.2 | i | 1.4
CCn1nnnc1-c1ccc(OC)c(S(=O)(=O)Nc2ccc(C)c(C)c2)c1 | 0 | 6 | 6 | 2 | -2.0 | -1 | -0.8 | i | x
CC(=O)Nc1ccc(NC(=O)C(C)O/N=C/c2cccc([N+](=O)[O-])c2)cc1 (stereo unspecified) | -4 | -3 | -7 | 3 | -0.5 | x | -0.1 | -0.3 | x
CC1CCN(S(=O)(=O)c2cccc(C(=O)N(C)C3CCS(=O)(=O)C3)c2)CC1 (stereo unspecified) | -2 | 6 | -2 | 1 | -0.3 | -13 | 0.2 | i | x
Cc1ccc(C(C)C)c(OCCNCCc2ccccc2)c1 | -14 | 7 | 12 | 4 | 1.8 | -10 | 0.0 | -0.3 | 0.1
CCCCCCCNC(=O)C1(CC2CC(c3cccc(Br)c3)=NO2)CCN(C(=O)C2(C)CC2)CC1 (stereo unspecified) | -11 | -11 | 45 | x | 0.8 | -4 | 2.4 | -4.0 | 1.0
CC(C)C(c1nnnn1Cc1ccc(F)cc1)N1CCSCC1 (stereo unspecified) | 1 | 10 | 6 | -4 | 1.3 | -10 | 0.0 | -1.0 | x
O=C(Nc1ccc(Cl)cc1)N1CCc2[nH]c3ccccc3c2C1 | 1 | 11 | -5 | -3 | 1.7 | 25 | 7.6 | i | x
CCc1ccc(-n2cc(-c3ccc([N+](=O)[O-])cc3)[nH]c2=S)cc1 | 0 | 3 | -4 | 1 | 0.6 | 6 | -2.3 | -0.3 | 0.0
CC(Sc1nnc(C2CC2)n1C1CC1)C(=O)Nc1cccc(S(=O)(=O)N(C)C)c1 (stereo unspecified) | -8 | 7 | 3 | x | -0.1 | 2 | -0.2 | i | 0.4
CCOC(=O)c1ccccc1NC(=O)C1CC(=O)N(c2ccccc2)C1 (stereo unspecified) | 0 | 0 | 10 | 1 | 0.3 | 1 | -0.5 | i | 1.3
CCc1ccc2c(c1)C1(SC(NC(C)=O)=NN1C(C)=O)C(=O)N2CC (stereo unspecified) | 1 | 8 | 4 | 2 | 0.5 | -5 | -0.4 | -2.2 | 1.7
Cc1ccc(C(=O)NC2CCS(=O)(=O)C2)cc1S(=O)(=O)N1CCCCC1 (stereo unspecified) | -4 | 1 | -9 | 2 | 0.7 | -4 | 0.3 | x | 0.7
CCS(=O)(=O)c1nc(S(=O)(=O)c2ccc(Cl)cc2)c(N2CCC3(CC2)OCCO3)s1 | 0 | -6 | 31 | 3 | 0.5 | -3 | 0.0 | -0.3 | 0.7
Cc1ccc(NC(=O)CSc2n[nH]c(-c3cccnc3)n2)cc1Cl | -16 | 14 | -7 | 4 | -0.5 | 1 | -1.0 | -3.8 | 0.5
COc1ccccc1C(=O)NCCC(=O)NCc1cccnc1 | -1 | -1 | -6 | x | 1.7 | -1 | -0.4 | i | 0.1
Cc1sc2nc(SCC(=O)C(C)(C)C)n(Cc3ccco3)c(=O)c2c1C | -3 | 7 | 25 | 0 | 1.4 | 1 | 0.6 | i | x
NS(=O)(=O)c1ccc(NC(=O)COC(=O)CN2C(=O)C3CC=CCC3C2=O)cc1 (stereo unspecified) | 1 | -3 | 2 | x | -2.7 | -2 | 0.5 | 0.3 | -0.3
Cc1ccc(C)c(NC(=O)c2ccc3nccnc3c2)c1 | -2 | -6 | 9 | 1 | 0.6 | -8 | 0.8 | -0.2 | 2.0
CC1CCN(CC(O)COC2CC(C)CC(C)(C)C2)CC1 (stereo unspecified) | 13 | 1 | -4 | x | -1.2 | -5 | x | i | 1.4
COCCNC(=O)CSc1nc2cc(OC)c(OC)cc2c(=O)n1Cc1ccc(OC)cc1 | -1 | 1 | 9 | 0 | u | 3 | -1.4 | -0.2 | x
O=c1[nH]c(=S)n(CCC2=CCCCC2)c(O)c1C=NC1CCN(Cc2ccccc2)CC1 | x | -6 | 13 | 4 | x | -7 | 6.0 | -0.1 | x
COc1ccc(Br)c(Cn2c(C)c(C(=O)NCc3ccccc3C(F)(F)F)sc2=O)c1 | -2 | -4 | 36 | x | -0.1 | x | x | i | 1.3
COc1cc(Cn2c3ccc(NC(=O)NCCc4ccccc4)cc3c(=O)n2C)ccc1F | -1 | 10 | 27 | x | -0.5 | x | x | i | -0.3
COc1ccccc1CN=C1NC(=O)C(CC(=O)Nc2ccc(C(C)=O)cc2)S1 (stereo unspecified) | -1 | 1 | 3 | -2 | 0.7 | -9 | -0.7 | -0.3 | -0.3

Entries above containing a furan ring, fused or not:
SMILES | Anthrax LF prot | PrPC surface inh | Yp Topo-I inh | 3CLpro inhibitor | BoNT-A LC inh2 | PriA SSB inh | PfHsp40 yeast | Vc quorum ag | TcdB GH inh
Cc1cc(C(=O)OCC(=O)NCc2ccccc2Cl)c(C)o1 | -2 | 2 | 4 | -2 | 0.8 | -10 | 0.6 | i | 1.2
Cc1oc(C(C)(C)C)cc1C(=O)NCC(=O)NCC(=O)O | -9 | -2 | -2 | -9 | 0.1 | 9 | -0.1 | i | 0.4
Cc1sc2nc(SCC(=O)C(C)(C)C)n(Cc3ccco3)c(=O)c2c1C | -3 | 7 | 25 | 0 | 1.4 | 1 | 0.6 | i | x

Additional entries follow:
SMILES | Anthrax LF prot | PrPC surface inh | Yp Topo-I inh | 3CLpro inhibitor | BoNT-A LC inh2 | PriA SSB inh | PfHsp40 yeast | Vc quorum ag | TcdB GH inh
CCc1cc2c(NC(C(=O)O)C(C)C)ncnc2s1 (stereo unspecified) | 8 | 7 | 3 | 0 | -0.3 | 5 | -0.2 | 2.9 | x
CCCCC(=O)c1ccc(O)cc1O | 1 | -1 | -4 | -1 | 1.4 | -7 | -0.1 | -0.5 | x
CN(O)/C=N/C(=S)Nc1ccc(Cl)cc1Cl | -7 | 7 | -1 | 1 | -0.5 | x | 1.6 | -0.9 | 0.1
CCOC(=O)c1c(NC(=O)CSc2nnc(C)s2)sc2c1CCC(CC)C2 (stereo unspecified) | 8 | 4 | 13 | -5 | -1.1 | -12 | -1.2 | -0.7 | x
CCc1nnc(NC(=O)Cn2c(=O)oc3ccccc32)s1 | 0 | 0 | -8 | 4 | -0.1 | -6 | -0.5 | -18 | x
CCOCC(O)CS(=O)(=O)c1ccccn1 (stereo unspecified) | 0 | 0 | 1 | -5 | u | -16 | 0.2 | -0.7 | 0.3
CCOc1ccc(OCC)c(NC(=O)CSCCc2ccccn2)c1 | -3 | 8 | 23 | 6 | -0.9 | -9 | 0.1 | -0.6 | 2.5
O=C(CNC(=O)c1ccccc1F)NCC(c1cccs1)N1CCOCC1 (stereo unspecified) | 6 | -3 | 1 | x | -0.2 | -7 | -0.8 | i | 1.7
Nn1c(SCC(=O)Nc2cccc(S(N)(=O)=O)c2)nnc1C1CC1 | -8 | 9 | -11 | 3 | 0.3 | -7 | -2.4 | -0.4 | -2.1
O=C1C2C(c3ccccc3)CC=CC2[C@H](c2ccc3ccccc3c2)N1Cc1ccccc1 (stereo partly specified) | -8 | 2 | 6 | x | -0.4 | -9 | -1.3 | i | -0.2
Cc1ccc(-c2csc(NC(=O)Cc3cccs3)n2)cc1C | 0 | 23 | 2 | 2 | -0.5 | 14 | 0.1 | -0.2 | x
Cc1nc2ccccc2c(C)c1CC(=O)N(C)CC(=O)Nc1cccc(F)c1 | -2 | 6 | 19 | x | -1.6 | 1 | -1.1 | i | -0.9
CC12CS(=O)(=O)CC1SC(=S)N2c1ccccn1 (stereo unspecified) | 0 | -4 | -5 | 5 | -0.2 | -15 | 0.9 | -0.9 | x
CCc1ccc2c(c1)cc(C)c1nnc(SCC(=O)Nc3cc(OC)c(OC)cc3C(=O)O)n12 | -2 | -4 | -11 | 5 | -0.4 | 2 | 2.2 | -3.2 | 1.5
O=C1N[C@H]2CC=C[C@H]2Nc2ccccc21 | 0 | -2 | -3 | x | -0.4 | -7 | -0.2 | -6.7 | 0.8
CCN1C(=O)C(CC(=O)NCCc2ccccc2)N(NC(=O)c2cccnc2)C1=S (stereo unspecified) | 0 | -6 | 2 | -2 | 0.1 | -2 | -0.3 | i | 0.2
COc1ccccc1N/N=C/c1ccc2c(c1)OCO2 | -3 | 3 | -15 | 1 | -1.0 | x | -0.1 | -0.3 | 0.2
CNC(=S)N1CCN(S(=O)(=O)c2ccc3ccccc3c2)CC1 | -2 | 1 | 7 | 0 | -1.5 | 12 | 0.0 | 0.6 | 0.9
CCCNc1c(NS(=O)(=O)c2ccc(Cl)s2)c(=O)oc2ccccc12 | 0 | -9 | 12 | 4 | -1.3 | -16 | 0.2 | -0.2 | 1.0
Cc1cccc(NC(=O)c2ccc([N+](=O)[O-])o2)n1 | -3 | -2 | 1 | 4 | -0.5 | -8 | -0.4 | 1.8 | x
CC(=O)N=c1sc2c3ccccc3ccc2n1C | -2 | -8 | -5 | 2 | -1.2 | -14 | 0.1 | i | 1.1
O=C(O)/C(=C\c1cn(-c2ccccc2)nc1-c1cccnc1)NC(=O)c1ccccc1 | 2 | 3 | -1 | -3 | -0.1 | -1 | -0.7 | -0.3 | 1.0
CCC(CC)C(=O)Nc1nnc(S(=O)(=O)Nc2ccc(OC)cc2)s1 | -9 | 9 | -7 | -3 | 1.0 | -7 | 0.1 | -0.6 | -4.3
Cc1ccc(NC(=O)C2CCN(C(=O)c3ccc(Cl)cc3)CC2)nc1 | -2 | -3 | 3 | x | -0.6 | -5 | -1.1 | 1.9 | -0.4
CCCOc1ccc(C(=O)Nc2ccc(C)cc2[N+](=O)[O-])cc1 | -4 | 3 | 0 | 2 | -0.6 | -3 | -2.0 | -0.4 | x
Cc1ccc(C)n1-c1ccccc1N1CCCCC1 | -6 | -5 | -3 | 3 | -0.3 | 18 | -0.2 | i | -2.3
COc1cc(C)c(C(N)=O)c(OC)n1 | 1 | 0 | 1 | -3 | -0.1 | -8 | -0.2 | -0.2 | x
COc1ccc(C2CC(c3cccs3)=NN2C(=O)CSc2nnc(N)s2)cc1OC (stereo unspecified) | -2 | -2 | 10 | -1 | 0.2 | 0 | -0.2 | i | -2.6
Cc1cc(NCCCO)n2nc(-c3cccs3)cc2n1 | 1 | 1 | -8 | 4 | 0.2 | -8 | -0.9 | -0.3 | 3.3
CCC(C)(C)NC(=O)CN(C(=O)CCC(=O)Nc1cc(C)ccn1)c1ccc2c(c1)OCCO2 | -3 | -8 | 3 | 6 | 0.6 | -2 | -0.7 | -0.4 | 0.2
Cn1nnnc1SCC(=O)N(C1CCCCC1)C1CCCCC1 | 2 | 1 | 8 | 2 | 0.6 | -11 | -1.9 | -0.8 | x
CCOC(=O)C1CCN(c2nc3ccccc3n2CC(=O)c2ccccc2)CC1 | 0 | 2 | 11 | 0 | -0.3 | 2 | -0.2 | 0.6 | 0.3
